Epigenetic derep: epigenetic control regulation, reporter derepression; Potency, µM (titrated, usually from 53.9 µM), for the others: at the top dose GFP activation, hits mostly activators; AID 1865; 280,000 tested, 0.2% active; murine LDR cells, GFP reporter derepression, 30 h; also: potency is read from the fitted curve at half-maximal effect; % of control where 0% means no effect; nearly all actives have a fitted effect of over 60% in size
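GFP-positive cell count by laser-scanning cytometry (objects 20–120 um) after 30 h, 37 C compound exposure of murine LDR cells; reporter is CMV-GFP integrated at a silenced locus, inducible by HDAC or DNMT inhibitors.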
NPSR antag: neuropeptide S receptor (human) antagonism, cAMP; Q6W5P4; CHO-NPSR cells, cAMP TR-FRET, antagonist mode; Potency, µM (highest dose often 38.3 µM), inactives show at the top dose activity change, negative = inhibition, actives largely listed as inhibitors; 220,000 tested, 1% active; also: potency is read from the fitted curve at half-maximal effect; % is scaled to controls: 0 for no effect and ±100 for the full control effect; nearly all actives have a fitted effect of over 50% in size; many of its hits are not listed in these tables
Target sequence (Q6W5P4 whole entry, looked up): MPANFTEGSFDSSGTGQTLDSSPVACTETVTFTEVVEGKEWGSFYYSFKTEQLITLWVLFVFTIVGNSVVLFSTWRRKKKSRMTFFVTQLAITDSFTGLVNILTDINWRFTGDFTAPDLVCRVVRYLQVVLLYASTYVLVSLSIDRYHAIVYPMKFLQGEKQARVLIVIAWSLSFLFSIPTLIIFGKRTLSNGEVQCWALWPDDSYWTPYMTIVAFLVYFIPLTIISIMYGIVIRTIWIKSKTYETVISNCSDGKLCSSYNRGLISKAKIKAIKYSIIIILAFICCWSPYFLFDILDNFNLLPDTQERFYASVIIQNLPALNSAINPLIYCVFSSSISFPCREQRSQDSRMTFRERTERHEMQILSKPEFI
LMNA splice mod: changes lamin A minigene splicing in HeLa cells; HeLa LMNA splicing GFP/RFP minigene ratio, 48 h; Potency, µM (series often up to 46.1 µM), inactives show top-dose ratio change, negative = inhibition, actives largely listed as inhibitors; 200,000 tested, 0.01% active; AID 1487; active = well fitted inhibition curve with a large enough effect in the signal ratio, with a control signal flat, not every such curve was filed as active; inconclusive = small, poorly fitted or top-dose-only effect, or effect the other way, or a change in a side signal; the % refers to the signal ratio; also: potency is read from the fitted curve at half-maximal effect; % is scaled to controls: 0 for no effect and ±100 for the full control effect
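S3 HeLa stable clones carrying a lamin A-EGFP splicing minigene plus DsRed2 were seeded at 600 cells/well in Opti-MEM with 2% FBS, pin-dosed and incubated 48 h at 37°C. Acumen cytometry (488 nm) gave the GFP/RFP total-intensity ratio.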
IMPase Li inh: IMPase inhibition in cells with lithium potentiation; CHO-M1 cells, IP1 TR-FRET (IP-One), carbachol + lithium; Potency, µM (highest dose often 59.4 µM), without a hit: at the top dose activity, negative = IMPase inhibition, actives largely listed as inhibitors; 210,000 tested, 0.35% active; AID 1457;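 also: IP1 builds up when IMPase is blocked and the TR-FRET signal falls; potency is read from the fitted curve at half-maximal effect; plate controls were basal vehicle for no effect and high inhibitor control for full effect; nearly all actives have a fitted effect of over 50% in size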
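Readout is a homogeneous TR-FRET IP1 immunoassay (Ex 320, Em 665 and 620), where raised cytosolic IP1 lowers signal. Cells were CHO-M1 treated 30 min at 37C with test compounds plus a little lithium; AC50 values came from Hill-equation fitting.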
KinaseGlo FLuc: blocks Kinase-Glo luciferase, a counter-screen artifact. Kinase-Glo luciferase, ATP luminescence, 8 min. Q27757. Potency, µM (top dose mostly 38.3 µM), for inactives: top-dose activity change, negative = inhibition, usual class: inhibitors. 200,000 tested, 0.28% active. AID 1379; also: potency is read from the fitted curve at half-maximal effect; % is scaled to controls: 0 for no effect and ±100 for the full control effect; nearly all actives have a fitted effect of over 60% in size
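Substrate mix (final 50 mM imidazole pH 7.2, 50 mM KCl, 7 mM MgCl2, 10 uM ATP, 0.01% Tween 20, 0.05% BSA) plus pin-tool compound, then Kinase-Glo detection mix; 8 min ambient, luminescence read.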
CBFb-RUNX1 inh: blocks binding between human CBF-beta and RUNX1; Potency, µM (titrated, usually from 59.8 µM), inactives show at the highest dose activity, negative = inhibition, hits mostly inhibitors; 230,000 tested, under 10 active; AlphaScreen CBFb-His/RUNX1-biotin binding, biochemical; Q01196+Q13951; also: % of control where 0% means no effect
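Interaction loss through any mechanism counts as activity. Pre-formed complex of His-CBF-beta and biotin-RUNX1 (30 nM apiece) is incubated with compound 15 min, then with 50 ng nickel and 50 ng streptavidin beads for 90 min before AlphaScreen detection.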
aGal spleen mod: inhibits or activates alpha-galactosidase in human spleen homogenate | Potency, µM (top dose mostly 80 µM), for the others: top-dose activity change, negative = inhibition, hits mostly inhibitors | human spleen homogenate, 4MU-alpha-Gal fluorescence, 40 min | AID 2107 | P06280 | 240,000 tested, 0.008% active;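 also: potency is read from the fitted curve at half-maximal effect; 0% = enzyme with vehicle and -100% = no enzyme basal signal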
Target sequence (P06280 32-429 limits assumed): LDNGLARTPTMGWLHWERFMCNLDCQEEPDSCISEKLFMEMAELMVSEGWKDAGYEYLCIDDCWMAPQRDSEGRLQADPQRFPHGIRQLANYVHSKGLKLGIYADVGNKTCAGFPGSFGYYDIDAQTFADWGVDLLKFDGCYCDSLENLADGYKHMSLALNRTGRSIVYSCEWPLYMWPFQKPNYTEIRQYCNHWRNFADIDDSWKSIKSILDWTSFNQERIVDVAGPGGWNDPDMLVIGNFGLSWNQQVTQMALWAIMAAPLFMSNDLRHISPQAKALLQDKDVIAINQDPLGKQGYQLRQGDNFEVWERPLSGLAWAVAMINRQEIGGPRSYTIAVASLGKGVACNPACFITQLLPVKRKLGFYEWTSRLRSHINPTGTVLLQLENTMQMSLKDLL
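Human spleen homogenate (1 ug) as enzyme source, 4-methylumbelliferyl-alpha-D-galactopyranoside 1 mM final, citrate/phosphate pH 5.0 with 0.01% Tween-20. Compounds 40 min at 37C, NaOH/glycine stop; fluorescence Ex 365/Em 440, Hill-fit AC50.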
An asterisk follows results filed as active; ? = inconclusive; . = no result given; & = joins results of further samples; [ ] = another dose, or the depositor's remark. Unless noted, calls follow the shape of the dose curve; as a rule, active = well fitted curve in the direction sought with a large enough effect; inconclusive = small, poorly fitted or top-dose-only effect, or another doubt; inactive = no such curve, though single readings can be large; an effect the other way counts as inactive or inconclusive. Only part of the results is shown (hit frequency here may not be typical).

smiles	Epigenetic derep	NPSR antag	LMNA splice mod	IMPase Li inh	KinaseGlo FLuc	CBFb-RUNX1 inh	aGal spleen mod
O=[N+]([O-])/C=C/c1cn(Cc2ccc(F)cc2)c2ccccc12	4.2%	?	?	32%[activator][38.3 µM]	1%	-2%	2%
Cn1cccc1C(=O)N1CCC[C@@]2(CCN(Cc3cc(C(F)(F)F)cc(C(F)(F)F)c3)C2)C1	.	.	.	24%	0%	.	-4%
O=C(Nc1ccccc1)O/N=C/c1ccccc1Cl	0.8%	-11%[46.1 µM]	6%	39%[activator][38.3 µM]	-16%	3%	0%
N=C1/C(=C\c2coc3ccc(O)cc3c2=O)C(=O)N=C2SC=CN12	1.1%	9%	-11%[46 µM]	.	.	-8%	2%
O/N=C(\c1ccccn1)C1CC1c1ccccc1 (centres undefined)	-0.1%	5%	.	32%[activator]	2%	2%	1%
Cc1ccc(C(C(=O)Nc2ccc3c(c2)OCO3)N(C)C(=O)Cc2c[nH]c3ccccc23)cc1 (centres undefined)	-1.8%	-16%	0%	2%	2%	-23%	7%
COc1ccc(-c2csc3ncnc(Nc4ccc(O)cc4)c23)cc1	1.0%	4%	.	5%	.	-1%	3%
O=C(CN1C(=O)NC2(CCCCC2)C1=O)Nc1ccccc1Cl	0.6%	11%[7.67 µM]	-11%	-1%[38.3 µM]	-1%	-2%	7%
CCc1nc2ccccc2c(=O)n1NC(=O)c1c(O)c2ccccc2[nH]c1=O	-3.6%	?	9%	1%[38.3 µM]	1%	8%	-5%
N#Cc1ccc(NC(=O)Nc2ccc(Oc3ccc(NC(=O)Nc4ccc(C#N)cc4)cc3)cc2)cc1	4.3%	54%	?	.	.	4%	2%
C[C@@]12C=CC(=O)C=C1CC[C@H]1[C@H]3CC[C@](O)(C(=O)CO)[C@]3(C)CC(=O)[C@@H]12	2.4%[16.9 µM]	.	?	2%	1%[17.1 µM]	-5%[21.7 µM]	7%[29.1 µM]
C[C@H]1Cc2c(COc3ccccc3)nc3c(c2CO1)CN(C(=O)Cc1cccs1)CC3	.	.	?	3%	0%[7.66 µM]	-3%[13.1 µM]	-1%[17.5 µM]
COc1ccc(Cn2c(=O)c3cccnc3n(Cc3ccc([N+](=O)[O-])cc3)c2=O)cc1	1.1%	5%	.	-2%	-3%	-1%	3%
C1=C(c2ccccc2)Nc2ccccc2N=C1c1ccccc1	-0.7%	-47%	?	14%	-1%	-2%	5%
O=C(COc1ccc2ccccc2c1)N1CCN(C(=O)c2cccs2)CC1	-0.1%	-11%[46.1 µM]	-4%	-5%	0%	-10%	-25%
CCOC(=O)C1=C(COc2ccc(C)cc2)NC(=O)NC1c1cc(C)ccc1C (centres undefined)	0.1%	?	-11%	.	.	9%	2%
CCOC(=O)Cn1c(=NC(=O)CN2C(=O)CCC2=O)sc2cc(S(N)(=O)=O)ccc21	-0.5%	10%	-9%	-6%	-2%	9%	6%
CCOC(=O)N1CC=C2C(C#N)=C(N)C(C#N)(C#N)[C@H](c3cccs3)C2C1 (some centres undefined)	0.0%	-5%[46.1 µM]	-10%	9%	0%	3%	-6%
Cc1cc(=O)[nH]c(N2CCCC2)n1	0.0%	-3%[46.1 µM]	-2%	10%[38.3 µM]	2%	4%	9%
Cc1ccccc1NC(=S)N/N=C/c1ccc(O)cc1O	-1.0%	-18%	.	.	.	?	-5%
CCCc1cc(=O)[nH]c(SCC(=O)NC2CCCc3ccccc32)n1 (centres undefined)	-1.9%	-4%	.	.	.	13%	1%
CC(NC(=O)C(CC(=O)OC(C)(C)C)NC(=O)OC(C)(C)C)C(N)=O (centres undefined)	-0.3%	5%[46.1 µM]	-4%	-5%[38.3 µM]	-3%	6%	7%
CCCNC(=O)CC(NS(=O)(=O)c1ccc(OC)cc1)c1ccco1 (centres undefined)	2.4%	22%	.	-8%	.	10%	-3%
O=C(Nc1ccccc1)OC1CC2CC1C1CCCC21 (centres undefined)	0.3%	?	.	16%	6%	23%	1%
COc1ccc(OCc2cccc(C(=O)Nc3ccc(CN4CCCCC4)cc3)c2)cc1	1.0%	7%	-5%	16%	-5%	4%	4%
Clc1ccc(Cn2c(CN3CCCC3)nc3ccccc32)cc1	0.2%	?	?	-5%&13%&13%	-1%	1%	7%
O=C(CSc1c2c(nc3cc(Cl)ccc13)CCCC2)NCc1ccco1	12%	?	?	20%[38.3 µM]	18%	-4%	-5%
CCn1c(Cc2ccc(OC)cc2)nnc1SCC(=O)Nc1cccc(C(=O)OC)c1	0.8%	-17%[46.1 µM]	-19%	-8%	-2%	-16%	3%
COc1ccc(CNS(=O)(=O)NCc2ccccc2)cc1OC	1.9%	5%	?	23%	-1%	4%	2%
O=C(CCCN1C(=O)CCC1=O)Nc1ccc2c(c1)OCCO2	0.0%	0%[46.1 µM]	3%	8%[38.3 µM]	3%	2%	7%
CCOC(=O)CSc1ncc(-c2cccc(Cl)c2)cn1	-0.9%	-24%[46.1 µM]	2%	-8%[38.3 µM]	0%	8%	0%
NC(N)=NS(=O)(=O)c1ccc(NC(=S)NC(=O)c2ccc3c(c2)OCO3)cc1	-0.3%	9%	.	?	2%	-13%	9%
O=c1cc(CSCc2ccc(Cl)cc2)[nH]c(=O)[nH]1	-1.4%	-7%[7.67 µM]	.	.	.	3%	-3%
Cc1ccccc1Oc1nc2c(C)cccn2c(=O)c1/C=C(\C#N)C(=O)Nc1c(C)n(C)n(-c2ccccc2)c1=O	?	2%	?	9%	0%	1%	5%
O=C(CSC1=NNC(c2ccccn2)S1)Nc1ccc(C(F)(F)F)cc1 (centres undefined)	2.1%	6%	.	.	.	?	8%
COc1ccccc1NC(=S)NCc1cccnc1	0.0%	9%	?	0%	-2%	5%	4%
CCOc1ccc(N2CC(C(=O)NCCc3ccc(OC)c(OC)c3)CC2=O)cc1 (centres undefined)	-2.0%	7%[46.1 µM]	-10%	-2%	3%	7%	-5%
Cc1ccc(-c2ccc(CCC(=O)O)n2NC(=O)c2cccs2)cc1	-4.5%	-35%[46.1 µM]	9%	5%[38.3 µM]	3%	3%	17%
CCSC1=C(C#N)C(c2ccc(Cl)cc2)C2=C(CCCC2=O)N1 (centres undefined)	-1.1%	-24%[46.1 µM]	?	26%[38.3 µM]	-4%	4%	0%
Cc1ccc(-n2cnc3c(sc4nc(N5CCOCC5)c5c(c43)CCCC5)c2=O)cc1	-1.2%	-30%	.	.	.	4%	-2%
O=c1cc(-c2c(O)c3ccccc3n(Cc3ccccc3)c2=O)[nH][nH]1	-0.4%	-1%	-10%[46 µM]	0%	5%	?	-15%
COC(=O)c1cc(C#N)c(N2CCN(C)CC2)nc1C	-0.4%	12%	7%[46 µM]	5%	-2%	13%	-18%
Cc1nc(NCc2ccco2)nc2c1C(=O)CC(C)C2 (centres undefined)	-1.1%	-18%[46.1 µM]	-2%	3%[38.3 µM]	2%	2%	0%
CN(c1ccccc1)c1nc(-n2ccnc2)nc(-n2ccnc2)n1	-2.1%	-6%[46.1 µM]	?	5%[38.3 µM]	-3%	1%	-1%

Individual results from above:
CCSC1=C(C#N)C(c2ccc(Cl)cc2)C2=C(CCCC2=O)N1 (centres undefined) in Epigenetic derep has -1.1%
NC(N)=NS(=O)(=O)c1ccc(NC(=S)NC(=O)c2ccc3c(c2)OCO3)cc1 in aGal spleen mod has 9%

Compounds from the list above with an NH in an aromatic ring:
smiles	Epigenetic derep	NPSR antag	LMNA splice mod	IMPase Li inh	KinaseGlo FLuc	CBFb-RUNX1 inh	aGal spleen mod
Cc1ccc(C(C(=O)Nc2ccc3c(c2)OCO3)N(C)C(=O)Cc2c[nH]c3ccccc23)cc1 (centres undefined)	-1.8%	-16%	0%	2%	2%	-23%	7%
CCc1nc2ccccc2c(=O)n1NC(=O)c1c(O)c2ccccc2[nH]c1=O	-3.6%	?	9%	1%[38.3 µM]	1%	8%	-5%
Cc1cc(=O)[nH]c(N2CCCC2)n1	0.0%	-3%[46.1 µM]	-2%	10%[38.3 µM]	2%	4%	9%
CCCc1cc(=O)[nH]c(SCC(=O)NC2CCCc3ccccc32)n1 (centres undefined)	-1.9%	-4%	.	.	.	13%	1%
O=c1cc(CSCc2ccc(Cl)cc2)[nH]c(=O)[nH]1	-1.4%	-7%[7.67 µM]	.	.	.	3%	-3%
O=c1cc(-c2c(O)c3ccccc3n(Cc3ccccc3)c2=O)[nH][nH]1	-0.4%	-1%	-10%[46 µM]	0%	5%	?	-15%

Assay outcomes from PubChem BioAssay.
